NPR1 activator: GC-A (human) enzyme activation | hit rate 0.14% among 370,000 | P16066 | activation, % at 10 µM | HEK293 GC-A cells, cGMP TR-FRET, EC30 ANP; 0% at EC30 ANP, 100% saturating ANP; in the data active = activation above about 40%
ssDAF-12 act: S. stercoralis DAF-12 activation, primary screen; HEK293 ssDAF-12/GRIP1 lit1-tk-luc reporter, luminescence; % of 3 µM dafachronic acid response; activation, % at 6.8 µM; hit rate 1% among 370,000; AID 652126;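 active = activation above the mean over all tested compounds plus 3 SD, cut at about 0.9% in these data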;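 note: 0% = DMSO-only wells and 100% = 3 µM delta7-dafachronic acid wells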
hgDAF12 agonist: agonists of H. glycines DAF-12 nuclear receptor | AID 687014 | hit rate 1.8% among 370,000 | HEK293 GAL4-hgDAF12 UAS-luciferase reporter, agonist luminescence; normalized to butyrate control | activation, % at 6.8 µM;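 active = activation above a cutoff set at the mean of all screened compounds plus 3 SD, cut at about 10% in these data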;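 note: 0% = DMSO wells and 100% = sodium butyrate wells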
DAX1 inh-1: inhibitors of human orphan nuclear receptor DAX1 (NR0B1); P51843; HEK293 Gal4-DAX1 luciferase reporter, luminescence; AID 504766; inhibition, % at 6.75 µM; hit rate 0.99% among 340,000;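 active = inhibition above the mean over all tested compounds plus 3 SD, cut at about 4.2% in these data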;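 note: 0% = DAX1-transfected cells with DMSO and 100% = empty-vector control cells with DMSO; inhibition shows as a rise in luminescence from relieved DAX1 repression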
DAX1 inh-2: blocks DAX1 repression of SF-1 activated StAR promoter | HEK293T StAR-luciferase reporter, SF-1/DAX-1 repression relief | hit rate 1.1% among 370,000 | AID 652010 | inhibition, % at 6.8 µM;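 active = inhibition above the mean over all tested compounds plus 3 SD, cut at about 3.6% in these data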;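 note: 0% = DAX-1 cells with DMSO and 100% = cells lacking DAX-1 with DMSO; higher inhibition means more luminescence from relief of DAX-1 repression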
hcDAF12 agonist: H. contortus DAF-12 activation, primary screen. HEK293 hcDAF-12 lit1-tk-luc reporter, luminescence; 0% DMSO, 100% Δ7-dafachronic acid. activation, % at 6.8 µM. hit rate 1.4% among 370,000. AID 652067;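 active = activation above the mean of all tested compounds plus 3 SD, cut at about 5.5% in these data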;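 note: 100% = response to 3 µM Δ7-dafachronic acid high control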
SMARCA2 activ: activators of SMARCA2 function | hit rate 1% among 370,000 | activation, % at 9.1 µM | AID 652017 | MG213 cells, MMTV-luciferase reporter, dexamethasone, overnight; in the data active = activation above about 7.8%;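 note: 0% = vehicle wells and 100% = reference activator wells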
GAA850 FXN act: frataxin GAA850 promoter activation. HEK293 lucGAA850 FXN promoter luciferase reporter, 24 h; percent of 10 µM SAHA response. AID 540364. hit rate 0.56% among 360,000. activation, % at 6 µM;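 active = activation above the average of all compounds screened plus 3 SD, cutoff fixed separately per campaign, cut at about 7.5% in these data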;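 note: 0% = DMSO wells and 100% = 10 µM SAHA wells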
GC-B act: GC-B (human) receptor activation; P20594; HEK293-GC-B cells, CNP EC30, cGMP TR-FRET; 0% at EC30 CNP, 100% saturating CNP; activation, % at 10 µM; hit rate 0.11% among 370,000; AID 1920062;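 active = activation at 10 µM reaching about 35% in either raw or pattern-adjusted values, limit read from the data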
Target sequence (P20594 whole entry, looked up): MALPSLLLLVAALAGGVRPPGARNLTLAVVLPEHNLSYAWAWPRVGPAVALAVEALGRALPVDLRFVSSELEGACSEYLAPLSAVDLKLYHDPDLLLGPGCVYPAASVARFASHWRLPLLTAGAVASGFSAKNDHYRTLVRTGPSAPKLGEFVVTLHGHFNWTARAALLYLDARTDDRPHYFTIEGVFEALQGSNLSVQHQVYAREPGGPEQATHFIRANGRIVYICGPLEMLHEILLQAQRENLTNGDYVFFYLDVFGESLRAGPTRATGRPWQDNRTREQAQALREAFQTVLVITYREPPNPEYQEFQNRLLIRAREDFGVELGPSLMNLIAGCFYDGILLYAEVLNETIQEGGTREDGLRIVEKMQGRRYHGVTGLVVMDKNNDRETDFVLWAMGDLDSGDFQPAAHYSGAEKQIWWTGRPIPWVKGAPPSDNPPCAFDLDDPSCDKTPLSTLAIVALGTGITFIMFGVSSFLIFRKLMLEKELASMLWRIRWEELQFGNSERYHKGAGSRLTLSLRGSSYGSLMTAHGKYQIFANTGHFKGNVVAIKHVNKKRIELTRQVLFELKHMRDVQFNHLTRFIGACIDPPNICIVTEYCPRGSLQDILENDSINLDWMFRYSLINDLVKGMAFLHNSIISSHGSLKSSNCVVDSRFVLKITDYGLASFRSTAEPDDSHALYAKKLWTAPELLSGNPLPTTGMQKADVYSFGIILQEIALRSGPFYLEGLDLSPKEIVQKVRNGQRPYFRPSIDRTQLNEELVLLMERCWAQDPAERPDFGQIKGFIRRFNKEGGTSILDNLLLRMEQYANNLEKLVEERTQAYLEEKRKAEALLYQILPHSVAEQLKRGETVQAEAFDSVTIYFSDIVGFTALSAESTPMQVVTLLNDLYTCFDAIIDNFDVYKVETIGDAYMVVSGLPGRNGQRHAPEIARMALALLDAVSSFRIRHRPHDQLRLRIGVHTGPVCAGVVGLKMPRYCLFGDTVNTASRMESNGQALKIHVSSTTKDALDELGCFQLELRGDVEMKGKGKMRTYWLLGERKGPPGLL
HGIII-sPLA2 inh: Blocks human group III sPLA2 activity | Q9NZ20 | QFRET BODIPY PC-A2 liposome hydrolysis, fluorescence | inhibition, % at 12.2 µM | hit rate 0.56% among 370,000;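 active = inhibition above mean plus 3 SD of compounds lying within the high and low control bounds, cut at about 19% in these data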;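 note: 0% = median of test compound wells and 100% = no enzyme DMSO wells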
ADAM10 inh: inhibits human ADAM10 | O14672 | recombinant ADAM10, EDANS/DABCYL FRET peptide cleavage, 3 h | inhibition, % at 7 µM | hit rate 0.62% among 370,000 | AID 720582;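 active = inhibition above a per-campaign cutoff equal to the mean of compounds falling between control-based bounds plus 3 SD, cut at about 20% in these data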;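 note: 0% = DMSO wells while the 100% control is not disclosed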
* = called active by the depositor; x = not tested or not shown.

SMILES	NPR1 activator	ssDAF-12 act	hgDAF12 agonist	DAX1 inh-1	DAX1 inh-2	hcDAF12 agonist	SMARCA2 activ	GAA850 FXN act	GC-B act	HGIII-sPLA2 inh	ADAM10 inh
COc1ccccc1N1CCN(C(=O)c2ccccc2NC(=O)C2CCCCC2C(=O)O)CC1 (stereo not given)	4	-1.0	0.4	-1.0	-0.1	0.1	-2	3.8	6	-1	-6
CC1=C(C(=O)NC2CCCc3c2cnn3-c2cccc(C)c2C)OCCO1 (stereo not given)	3	-1.9	-6.4	-2.3	-6.6	-3.0	-4	-3.2	-4	-7	-6
CC1(c2nnnn2-c2ccc3c(c2)OCCO3)CCC(=O)N1Cc1cccc(C(F)(F)F)c1 (stereo not given)	-5	-1.2	0.1	x	-1.7	-1.1	-3	x	-3	-10	7
O=C(CSc1nnnn1C1CCCC1)N1CCCCC1	-1	0.0	12*	1.2	1.2	4.4	0	5.2	-4	6	5
O=C(c1ccc(F)cc1)C1CCN(C(=S)NCC2CCCO2)CC1 (stereo not given)	1	-1.7	-4.6	-1.8	-1.0	-1.1	-2	-3.2	-2	6	-3
NC1=NC2(CCC(c3ccccc3)CC2)n2c(nc3ccccc32)N1 (stereo not given)	-46	-1.0	-3.1	-0.5	-0.7	-2.2	1	-0.6	-22	11	0
CC1CCCC(NC(=O)COC(=O)[C@@H](NC(=O)c2ccco2)C(C)C)C1C (stereo not given in full)	2	-1.5	-1.6	-0.4	1.5	-0.3	3	1.1	-3	-3	1
CC1(C(=O)NCc2cccc3ccccc23)CCN1Cc1cccc2c1OCO2 (stereo not given)	-14	-1.2	-4.0	x	-1.1	-3.0	-2	2.2	-8	-3	-5
FC(F)(F)c1nnc2sc(-c3ccncc3)nn12	0	-1.0	1.5	-0.3	-0.4	-0.4	-1	-0.9	5	-2	-3
NS(=O)(=O)c1ccc(CCNC(=S)NC(=O)c2ccccc2Br)cc1	1	-1.5	0.2	0.0	-1.9	0.1	-4	-1.3	3	8	-6
CC1(c2nnc(Cc3ccccc3)o2)CC(c2ccccc2)=NO1 (stereo not given)	1	-1.1	-0.7	1.2	-0.7	-0.4	-1	0.6	-1	-8	-2
Cc1onc(-c2ccccc2)c1C(=O)c1c[nH]c(C(=O)NCc2ccncc2)c1	-6	-1.4	-1.2	1.2	-0.3	-0.7	-4	1.3	-2	4	-2
O=C(Cn1cnc(S(=O)(=O)N2CCCC2)c1)Nc1cccc(F)c1	4	-1.0	-0.2	0.3	-0.1	-1.2	-1	0.0	-9	-4	-1
COC(=O)C1=C(C)N(Cc2cccc(C(F)(F)F)c2)C(=NCc2cc(OC)c(OC)c(OC)c2)NC1c1cccc(Cl)c1 (stereo not given)	-26	-0.6	-0.7	x	0.8	1.6	-3	x	-22	-9	-9
O=C(O)c1ccccc1NCc1cccnc1	0	-1.5	-1.8	x	-0.4	-0.9	-2	-0.1	2	-1	-46
COC(=O)C(CCCN1C(=O)c2ccccc2C1=O)(NC(C)=O)c1nnn(C)n1 (stereo not given)	4	-1.1	1.2	0.1	0.5	-1.1	-4	0.7	1	3	-10
O=C(CCC(=O)c1ccc(F)cc1)Nc1cccc(C(F)(F)F)c1	-4	-1.3	-3.1	-0.5	-0.3	0.7	0	1.5	-6	-18	14
O=C(C1CCN(CC2CCCCC2)CC1)N1CCCC1	-1	-1.1	0.4	-0.1	-0.7	-1.5	0	2.0	-2	4	4
COc1cc(C2Nc3ccccc3NC3=C2C(=O)CC(c2ccc(OC)c(OC)c2)C3)ccc1O (stereo not given)	0	-1.5	-2.6	-1.2	1.2	-1.2	1	1.3	3	-1	-2
Cc1ccc(S(=O)(=O)NC(=O)C2(C)CCN2C(=O)C2CCCCC2)nc1 (stereo not given)	0	-0.6	1.6	x	-0.2	0.1	-3	0.4	-3	4	3

Ordered by the number under HGIII-sPLA2 inh (ascending): 4 from the list above.
SMILES	NPR1 activator	ssDAF-12 act	DAX1 inh-1	DAX1 inh-2	hcDAF12 agonist	SMARCA2 activ	GC-B act	HGIII-sPLA2 inh	ADAM10 inh
CC1=C(C(=O)NC2CCCc3c2cnn3-c2cccc(C)c2C)OCCO1 (stereo not given)	3	-1.9	-2.3	-6.6	-3.0	-4	-4	-7	-6
COC(=O)C(CCCN1C(=O)c2ccccc2C1=O)(NC(C)=O)c1nnn(C)n1 (stereo not given)	4	-1.1	0.1	0.5	-1.1	-4	1	3	-10
Cc1ccc(S(=O)(=O)NC(=O)C2(C)CCN2C(=O)C2CCCCC2)nc1 (stereo not given)	0	-0.6	x	-0.2	0.1	-3	-3	4	3
O=C(CSc1nnnn1C1CCCC1)N1CCCCC1	-1	0.0	1.2	1.2	4.4	0	-4	6	5

(list continues)
SMILES	NPR1 activator	ssDAF-12 act	hgDAF12 agonist	DAX1 inh-1	DAX1 inh-2	hcDAF12 agonist	SMARCA2 activ	GAA850 FXN act	GC-B act	HGIII-sPLA2 inh	ADAM10 inh
CC(O)CC(C)O (stereo not given)	2	-0.9	1.4	0.9	0.6	-1.9	-4	-2.6	-7	-1	-11
O=C(/C=C/c1ccc(S(=O)(=O)N2CCOCC2)cc1)N(CCO)Cc1ccccc1	-4	-1.6	1.6	0.2	-0.1	-2.1	1	-2.0	0	-5	2
Cc1cc(C)nc(NC(=O)C(C)N2C(=O)c3ccccc3C2=O)n1 (stereo not given)	0	-1.6	-1.0	0.9	0.5	-1.3	-3	0.2	0	1	-12
O=C(CN1C(=O)NC2(CCCC2)C1=O)NCCC1=CCCCC1	-2	0.1	2.6	1.3	1.2	0.5	1	1.1	1	4	4
O=c1cc(CN2CCN(c3ccccc3O)CC2)nc2sccn12	2	-1.3	-1.7	-1.0	-0.7	-1.3	0	-2.1	12	-3	-10
Cc1ccc(NC(=O)C2CCCN(S(=O)(=O)c3c(C)noc3C)C2)cc1 (stereo not given)	0	-1.5	0.6	-0.4	-0.2	1.4	1	0.0	0	2	-8
Cc1ccccc1Nc1c([N+](=O)[O-])cncc1[N+](=O)[O-]	1	-0.5	-3.1	-0.1	-1.4	-1.0	-3	1.5	-5	11	6
O=C(NC(=S)Nn1cnnc1)c1ccc(F)cc1Cl	4	-1.3	0.7	0.1	0.1	-1.5	0	0.8	-4	-5	1
Cc1ccc(OC(=O)NC2CCS(=O)(=O)C2)cc1C (stereo not given)	2	-1.0	2.0	-0.6	-0.2	-0.4	-2	-2.9	-6	0	-6
CC(C)Oc1cccc(C(=O)Nc2ccc(Br)cc2F)c1	4	-0.1	17*	4.7*	6.6*	7.4*	3	5.2	5	6	-4
Cc1nnc(SCC(=O)NCc2cccs2)[nH]c1=O	2	-0.9	-0.7	2.4	-0.2	1.4	-1	-1.5	3	-4	-5
CCCCS(=O)(=O)Nc1ccc2c(c1)ncn2C1CCCCC1	-1	-1.8	-0.2	0.2	-1.0	-2.0	0	0.5	-1	-15	2
Clc1ccc(C#Cc2cccnc2)cc1	29	-0.8	0.9	0.6	0.0	0.0	1	4.5	-4	6	-6
OC(CNCC(c1ccc(Cl)cc1Cl)c1c[nH]c2ccccc12)c1ccccc1 (stereo not given)	-24	-0.9	-0.3	-1.4	-1.0	-0.4	-4	-2.8	-13	-36	26*
C=CCN1CCN(C(=O)c2c(-c3ccccc3)noc2C)CC1	3	-1.0	0.2	0.9	0.0	1.3	-2	0.8	-2	7	-13
OC[C@@H](O)C(O)[C@@H](O)CO (stereo not given in full)	-1	-0.9	-5.9	x	-2.0	-1.1	-3	-2.4	-6	-7	-3
c1coc(-c2nc3c4ccccc4ccn3c2Cc2ccsc2)c1	-4	1.6*	12*	x	3.2	7.4*	20*	x	-3	-4	-49
Cc1cccc(-n2ncc3c(N(CCO)CCO)ncnc32)c1	-1	0.3	5.3	2.1	0.3	2.7	4	4.1	-1	1	7
CCOC(=O)CN(c1ccccc1C)S(=O)(=O)c1ccc(Cl)cc1	-10	-0.6	-2.2	0.5	-1.2	-0.9	2	0.6	-9	8	10
Cc1ccc(S(=O)(=O)N/N=C/c2cc(Br)ccc2O)cc1	1	-1.3	-1.6	0.2	1.3	-1.4	5	6.3	-2	-13	-5
Cc1c(C(=O)C(=O)NCCC2=CCCCC2)c2ccccc2n1C	6	-1.3	0.1	-1.8	-0.1	-2.1	-3	3.2	-6	9	-3
CCCCC1(CC(=O)OC)C(=O)N(c2ccccc2)N(c2ccccc2)C1=O	-23	0.2	1.0	-1.6	-0.2	-0.5	-2	1.5	-5	4	2
O=S(=O)(Nc1ccc(Oc2ncccn2)c(Cl)c1)c1ccc(Cl)cc1	2	-0.8	0.2	0.1	0.3	-2.0	-3	0.3	-3	-22	2
CCCCn1ccnc1C	1	-0.7	1.3	1.1	0.6	-0.2	1	-0.1	2	3	3
Cn1cccc1C(=O)NCC1COc2ccccc2O1 (stereo not given)	1	-0.7	7.1	1.6	4.7*	3.1	11*	3.9	0	1	-2
Cc1ccc(NC(=O)CN2C(=O)NC(C)(c3ccc(Cl)cc3)C2=O)cc1S(=O)(=O)N1CCOCC1 (stereo not given)	1	-2.1	-4.9	-1.9	-0.7	-2.0	-2	0.4	0	-34	5
CC(C)c1cc(C(=O)Nc2cc(Cl)ccc2O)no1	-5	-0.5	8.9	2.2	3.2	1.8	3	7.5	-6	-16	12
c1cncc(-c2nnc(-c3cccnc3)nn2)c1	3	-0.6	-2.3	-1.8	-2.4	-0.2	1	2.0	-3	8	6
CC(C)C[C@H]1COc2cc(N(C)CCO)ccc2S(=O)(=O)N1	1	-1.2	-2.2	x	0.2	-0.7	-2	x	0	5	-9
Clc1cccc(CSc2nnc(-c3c[nH]c4ccccc34)o2)c1	3	-0.6	2.4	-0.5	-1.1	-1.2	6	-2.4	5	-14	21*
Cc1c(C(=O)Nc2cccc(C(F)(F)F)c2)oc2ccc(S(=O)(=O)N3CCOCC3)cc12	2	-0.3	-0.2	1.1	0.0	-2.0	-3	-0.8	8	6	-8
COc1cc(-n2c(C)nc3cc(C(=O)N4CCCC4)ccc32)cc(OC)c1OC	7	-0.7	0.2	x	1.0	-3.2	2	x	3	-3	-9
O=C1CC(SCCc2nc3ccccc3[nH]2)C(=O)N1c1ccc(Cl)cc1 (stereo not given)	3	-0.9	0.9	0.3	-0.1	1.0	2	-1.0	-4	-20	5
C/C(=C/c1nc(N)n(Cc2ccccc2)c1Cc1ccccc1)Cn1[nH]c(=O)n(-c2ccccc2)c1=O	3	-1.5	-2.0	x	-0.6	1.2	-3	x	3	10	0
CCN1C(=O)CS/C1=N\S(=O)(=O)c1ccc(Cl)cc1	1	-1.9	3.7	-1.1	-0.1	-1.3	1	2.4	-6	-36	6
O=C(CCS(=O)(=O)c1cc(Br)cc2c1N(C(=O)C1CC1)CC2)NCc1ccco1	-1	-1.4	-0.5	0.7	0.3	-0.5	5	-0.2	-5	4	0
CC(NC(=O)N1CCN(c2ccccc2F)CC1)c1ccc(F)c(F)c1 (stereo not given)	-2	-1.2	1.0	-1.4	-0.2	-1.4	-3	1.2	4	2	2
O=C(CN1C(=O)C2CC=CCC2C1=O)Nc1ccc(F)c(Cl)c1 (stereo not given)	1	-0.6	1.3	2.9	-0.9	-1.0	3	2.0	0	-7	-10

From PubChem BioAssay
